# PGE2 EP2 inh – human EP2 receptor antagonists, primary screen, TR-FRET cAMP, C6 glioma cells. C6 glioma cells expressing human EP2; cells stimulated with saturating PGE2. 0.52% of 260,000 active. inhibition, % at 25 µM. AID 1422, 2008. Prostaglandin E2 receptor EP2 subtype (Homo sapiens), P43116;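 active means percent inhibition above 40 after rounding to a whole number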;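 further: rat C6 glioma host cells with rolipram phosphodiesterase inhibitor present; the protocol text gives 20 µM as final concentration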
# Target sequence (P43116 whole entry, looked up): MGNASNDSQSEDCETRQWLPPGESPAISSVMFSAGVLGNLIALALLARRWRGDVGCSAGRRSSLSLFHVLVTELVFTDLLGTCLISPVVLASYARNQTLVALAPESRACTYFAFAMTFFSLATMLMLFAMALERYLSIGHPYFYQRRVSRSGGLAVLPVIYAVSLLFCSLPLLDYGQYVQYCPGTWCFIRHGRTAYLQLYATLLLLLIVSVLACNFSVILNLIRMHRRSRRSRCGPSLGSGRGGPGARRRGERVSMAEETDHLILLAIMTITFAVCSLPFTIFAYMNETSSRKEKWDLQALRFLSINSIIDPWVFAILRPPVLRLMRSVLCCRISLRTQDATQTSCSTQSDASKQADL
# * hit, by the source's call. Only part of the results is shown. The share of hits here may be higher or lower than overall.
SMILES,PGE2 EP2 inh
O=C(O)c1nn(-c2ccc(Cl)cc2)c2c1C(=O)c1ccccc1C2=O,42*
CC(C)c1nc(N(C)S(C)(=O)=O)nc(-c2ccc(F)cc2)c1/C=C/[C@@H](O)C[C@@H](O)CC(=O)O,7
COC(=O)C1N[C@@H]([C@@H](NC(=O)COc2ccccc2)C(=O)NC2CC2)SC1(C)C (some centres not stated),0
Cn1c(=O)sc2cc(S(=O)(=O)N3CCCCC3CN3CCCCC3)ccc21 (configuration not stated),5
Cc1c(C(=O)O)nc(/C=C/C(=O)O)[nH]c1=O,10
O=C(/C=C/c1ccc(O)c(O)c1)O[C@@H]1C[C@](O)(C(=O)O)C[C@@H](O)[C@H]1O,14
CCc1ccc2[nH]c(=O)c(CN(Cc3cccs3)C(CC)c3nnnn3C(C)(C)CC)cc2c1 (configuration not stated),11
CCOC(=O)C1=C(COc2ccccc2)NC(=O)NC1c1ccc2ccccc2c1 (configuration not stated),19
CCCc1nc2ccccc2n1CC(=O)N(c1ccccc1)C(C)C,9
CCOc1cccc(C2C3=C(CCCC3=O)NC3=C2C(=O)CCC3)c1,6
CCOc1ccccc1-c1nc2cnccn2c1NCc1ccc2c(c1)OCO2,12
COCCCNCc1cc2c(-c3cccc(F)c3)nn(-c3ccccc3)c2[nH]c1=O,5
CCN(CC)CCSc1nc(O)c(C)c(=O)[nH]1,9
O=C(O)[C@@H](Br)[C@@H](Br)c1ccccc1[N+](=O)[O-],41*
Cc1ccc2c(c1)cc(C)c1nn(CC(=O)NC(C)C)c(=O)n12,3
Cc1ccc(CN(Cc2cc3cc(C)cc(C)c3[nH]c2=O)Cc2nnnn2Cc2ccco2)cc1,10
COc1ccc2[nH]c(=O)c(C(c3nnnn3CC3CCCO3)N3CCOCC3)cc2c1 (configuration not stated),8
CC(C)N1CCN(c2ccncc2S(=O)(=O)N2CCCCC2)CC1,41*
COc1ccc(CN(Cc2coc3ccccc3c2=O)CC2CCCO2)c(OC)c1 (configuration not stated),6
O=C(NC1CCCCC1)C(c1ccccc1F)N(Cc1ccco1)C(=O)c1ccccn1 (configuration not stated),9
CN(C)CCNC(=O)c1cccs1,5
COc1cccc(NC(=O)CSc2nnnn2-c2ccc(F)cc2)c1,9
Cc1ccc(CN(Cc2nccn2C)C2CC(C)(C)NC(C)(C)C2)o1,2
CCOc1cc2c(cc1/C=C1\C(C)=C(C#N)c3nc(N)c(C#N)c(C)c31)OCO2,4
C=CCN1C2CCCC1CC(NC(=O)Nc1cccc(F)c1)C2 (configuration not stated),9

# Exported with bars between the fields: entries from further up
Structure | PGE2 EP2 inh
Cc1ccc(CN(Cc2cc3cc(C)cc(C)c3[nH]c2=O)Cc2nnnn2Cc2ccco2)cc1 | 10
CN(C)CCNC(=O)c1cccs1 | 5
O=C(O)c1nn(-c2ccc(Cl)cc2)c2c1C(=O)c1ccccc1C2=O | 42*
Cc1c(C(=O)O)nc(/C=C/C(=O)O)[nH]c1=O | 10

# The results go on:
SMILES,PGE2 EP2 inh
O=C(Nc1nc2c(s1)CCCC2)c1cc2ccccc2oc1=O,16
O=C(CN(C(=O)CNC(=O)c1cccs1)c1ccccc1F)NC1CCCCC1,14
O=C(CSc1nnnn1-c1cccnc1)N1c2ccccc2CCc2ccccc21,8
CC1CCCCN1S(=O)(=O)c1ccc(-n2cnnn2)cc1 (configuration not stated),5
COc1ccccc1NC(=S)N(CCCO)Cc1cc2ccc(C)c(C)c2[nH]c1=O,10
Cc1nnc(SCC(=O)Nc2cc(C(F)(F)F)ccc2Cl)n1C,8
CCc1nn(CC(N)=O)c(=O)c2cc3sccc3n12,5
CCC(=O)Nc1ccc(NC(=O)CSc2nc(CC)nc3sc(C)c(C)c23)cc1,13
NC(=O)CSc1nc2ccc(NC(=O)c3ccccc3C(=O)O)cc2s1,16
CN(C)c1ccc(C(=C2C=CC(=[N+](C)C)C=C2)c2ccc(N(C)C)cc2)cc1,29
O=C1NC2(CCN(C(=O)C3(c4ccc(Cl)cc4)CCC3)CC2)Oc2ccccc21,9
CC1(C(=O)Nc2ccccc2Cl)Cc2ccccc2C(=O)O1 (configuration not stated),5
COC(=O)c1ccc(NC(=S)N(CCC#N)CC2CCCO2)cc1 (configuration not stated),5
O=c1[nH]c(=S)[nH]c2c1CN(CCCN1CCOCC1)CN2,102*
CCc1ccc2[nH]c(=O)c(CN(Cc3ccc(C)cc3)C(=O)NC3CCCCC3)cc2c1,10
O=C(CN1C(=O)c2ccccc2S1(=O)=O)NCc1ccc(Cl)cc1Cl,14
Cc1cc2cc(CN(CCCO)C(=S)NCCc3ccccc3)c(=O)[nH]c2cc1C,14
CC1(C)c2[nH]c3ccccc3c2C[C@@H]2C(=O)N(c3cc(F)ccc3F)C(=O)N21,14
Cc1cccc(Cn2c(SCC(N)=O)nc3c2c(=O)n(C)c(=O)n3C)c1,18
O=C(CSc1nnc2n(Cc3ccc(F)cc3)c3ccccc3n12)Nc1c[nH]c(=O)[nH]c1=O,10
COc1ccc(NCc2ccc(O)c3ncccc23)c(OC)c1,9
COc1ccc2[nH]c(=O)c(C(c3nnnn3C3CCCC3)N3CCCC(C)C3)cc2c1 (configuration not stated),7
CCn1nc(NS(=O)(=O)c2ccc3c(c2)NC(=O)CO3)cc1C,3
Cc1ccc2c(c1)c1c3n2CCN(CC(O)CN2CCCC2)C3CCC1 (configuration not stated),6
C=CCn1c(SCCC#N)nnc1-c1ccc2[nH]c(C)c(C)c2c1,13
# The list goes on.
SMILES,PGE2 EP2 inh
COCCCN1C(=O)C(O)=C(C(=O)c2ccco2)C1c1ccc(O)c(OC)c1 (configuration not stated),13
COc1ccc(NC(=O)Cn2nnc(-c3cc(Cl)ccc3-n3cnnn3)n2)cc1,9
Cc1cccc(C2(O)CCN(C(=O)c3cc(C(C)C)nn3C)CC2)c1,4
Cc1ccc(C)c2[nH]c(=O)c(CN(C(=S)NCC3CCCO3)C3CCCC3)cc12 (configuration not stated),8
Cc1sc(NC(=O)CSc2ncnc3sc4c(c23)CCC4)c(C#N)c1C,9
COc1c(C)cccc1CN1CC(CN2CCOCC2)c2ccccc21 (configuration not stated),10
C[C@@H]1CC[C@]2(O[C@H](CCO)C[C@@H](O)[C@@H]2O)O1,5
COc1ccc(C(=O)NCc2nnc(SCC(=O)NC3CCCCC3)n2C)cc1,8
O=C(O)[C@@H]1[C@H](C(=O)Nc2ccccc2)[C@@H]2C=C[C@H]1O2,11
CC(C)(C)C(=O)NC1CCN(C(=O)Nc2ccccc2Cl)CC1,8
CCC(C)(C)NC(=O)c1ccc2c(c1)N(CC(=O)N1CCC(C)CC1)C(=O)C(C)(C)O2,6
COc1cccc(-c2nc3cnccn3c2NC(C)(C)C)c1OC,11
Cc1cccc(C)c1NC(=O)CSc1nc2c(C)ccc(C)c2cc1C#N,17
O=c1[nH]c2cc3c(cc2cc1CN(Cc1nnnn1Cc1ccccc1)C1CCCCC1)OCCO3,8
NNC(=O)Cc1cccnc1,15
Cc1cc(C)nc(SCc2nnc(SCC(=O)Nc3ccc(Cl)cc3)o2)n1,4
CCc1ccc(S(=O)(=O)Nc2ccc3oc(COC)c(C(=O)OC)c3c2)cc1,8
COc1ccc(C2CC(=O)c3c(O)cc(O)cc3O2)c(CC=C(C)C)c1OC (configuration not stated),10
NN(CC(=O)O)CC(=O)O,14
Cc1c(NC(=O)c2ccncc2)c(=O)n(-c2ccccc2)n1C,6
CC#CCN1c2ccccc2[C@]23C[C@@H](C(=O)OC)N(C(=O)c4ccc(Br)cc4)C2=NC(C(=O)OC)=C(C(=O)OC)[C@H]13,30
Cn1c(SCC(=O)Nc2cccc(Cl)c2)nc2ccccc2c1=O,13
COc1cccc(NC(=O)CSc2nnc(COc3ccccc3)n2C)c1,14
CCC(C)(C)n1nnnc1C(c1cc2cc(C)cc(C)c2[nH]c1=O)N1CCCC(C)C1 (configuration not stated),10
O=C(Nc1ccc(Cl)cc1)C1CCN(C(=O)c2cccs2)CC1,7

# The last two entries of the part before are carried over, then new ones follow:
SMILES,PGE2 EP2 inh
CCC(C)(C)n1nnnc1C(c1cc2cc(C)cc(C)c2[nH]c1=O)N1CCCC(C)C1 (configuration not stated),10
O=C(Nc1ccc(Cl)cc1)C1CCN(C(=O)c2cccs2)CC1,7
Cc1cccc(NC(=S)N(CCCO)Cc2cc3c(C)ccc(C)c3[nH]c2=O)c1,16
Cc1sc2ncn(C)c(=O)c2c1-c1ccc(F)cc1,11
Cc1nn(C)c(C)c1-c1cc(C(=O)NC(c2cccs2)C(C)C)[nH]n1 (configuration not stated),7
COc1ccccc1NC(=O)c1sc2nc3c(C)cccc3cc2c1N,14
Cc1ccc(-n2c(SCC(=O)NC(C)C)nnc2-c2cccnc2)c(C)c1,9
CCCC(c1nnnn1Cc1ccco1)N(Cc1cc2cc(C)ccc2[nH]c1=O)C1CCCCC1 (configuration not stated),8
COC(=O)C1=C(C)NC2=C(C(=O)c3ccccc32)C1c1ccc(OCc2ccccc2C#N)c(OC)c1 (configuration not stated),9
COc1cccc(C(O)CN2CCC(O)(c3cccc(C(F)(F)F)c3)CC2)c1 (configuration not stated),4
Cn1c(N2CCCC(C(=O)NCc3cccc(F)c3)C2)nc2ccccc21 (configuration not stated),3
C#CCCN1CCN(Cc2cn(CC(=O)NC3CCCC3)c3ccccc23)CC1,7
O=S(=O)([O-])CCc1cccc[n+]1CC(O)CO (configuration not stated),16
CC1(C)Oc2ccc(C(=O)Nc3ccccc3)cc2N(CC(=O)N2CCCC2)C1=O,9
Cc1ccc2[nH]c(=O)c(CN(Cc3ccc4c(c3)OCO4)C(=O)C3CCCCC3)cc2c1,16
CCOc1cc(/C=C2\N=C(c3ccc(Cl)cc3)OC2=O)cc(Cl)c1OC(C)=O,11
O=C(NCCc1c[nH]c2ccccc12)c1ccccn1,8
c1ccc(CCN2CCC3(CC2)Nc2ccccc2-n2cccc23)cc1,9
CCn1nc(CC(=O)N2CCC3(CC2)NC(=O)c2cccnc2N3C)c2ccccc2c1=O,13
NC(=O)c1c(NC(=O)c2ccccc2F)sc2c1CCCCC2,8
Clc1ccccc1CN(CCCn1ccnc1)Cc1cccs1,6
CC(C)CCCC(C)[C@H]1CCC2C3CC[C@H]4CC(=O)CC[C@]4(C)C3CC[C@@]21C (some centres not stated),13
Cc1ccc(F)cc1NC(=O)CCSc1nc(-c2ccco2)cc(C(F)(F)F)n1,10
COC(=O)CN1C(=O)C2(SC(NC(C)=O)=NN2C(C)=O)c2cc(C)cc(C)c21 (configuration not stated),10
CCN(CC)c1ccc(C=C2C(=O)OC3(CCCC3)OC2=O)o1,8
Cc1cc2cc(C(c3nnnn3C3CCCCC3)N3CCc4ccccc43)c(=O)[nH]c2cc1C (configuration not stated),13
NC(=O)c1cc(-c2cccc(Cl)c2)no1,23

# Nothing new here: 6 of the compounds above.
SMILES,PGE2 EP2 inh
Cc1nn(C)c(C)c1-c1cc(C(=O)NC(c2cccs2)C(C)C)[nH]n1 (configuration not stated),7
COc1ccccc1NC(=O)c1sc2nc3c(C)cccc3cc2c1N,14
Cc1ccc(-n2c(SCC(=O)NC(C)C)nnc2-c2cccnc2)c(C)c1,9
CCCC(c1nnnn1Cc1ccco1)N(Cc1cc2cc(C)ccc2[nH]c1=O)C1CCCCC1 (configuration not stated),8
COC(=O)C1=C(C)NC2=C(C(=O)c3ccccc32)C1c1ccc(OCc2ccccc2C#N)c(OC)c1 (configuration not stated),9
COc1cccc(C(O)CN2CCC(O)(c3cccc(C(F)(F)F)c3)CC2)c1 (configuration not stated),4

# As entered above:
# Cc1nn(C)c(C)c1-c1cc(C(=O)NC(c2cccs2)C(C)C)[nH]n1 (configuration not stated) – PGE2 EP2 inh: 7
# Cc1ccc(-n2c(SCC(=O)NC(C)C)nnc2-c2cccnc2)c(C)c1 – PGE2 EP2 inh: 9
# Cc1ccc(F)cc1NC(=O)CCSc1nc(-c2ccco2)cc(C(F)(F)F)n1 – PGE2 EP2 inh: 10
# Cc1sc2ncn(C)c(=O)c2c1-c1ccc(F)cc1 – PGE2 EP2 inh: 11
# COc1ccccc1NC(=O)c1sc2nc3c(C)cccc3cc2c1N – PGE2 EP2 inh: 14
# CCCC(c1nnnn1Cc1ccco1)N(Cc1cc2cc(C)ccc2[nH]c1=O)C1CCCCC1 (configuration not stated) – PGE2 EP2 inh: 8

# New compounds follow
SMILES,PGE2 EP2 inh
CC(NCCN(C)C)C(=O)N1CCc2ccccc21 (configuration not stated),12
COc1ccccc1OCC1CCCN(Cc2ccnc(N3CCCC3)n2)C1 (configuration not stated),3
CCOc1ccc(NC(=O)COc2ccc3c(C)c(CC)c(=O)oc3c2)cc1,7
CCOC(=O)c1c(C)cc(O)c(C)c1O,6
Cc1nn(CC(=O)N2CCN(Cc3ccccc3)CC2)c(=O)c2cc3occc3n12,2
COc1cccc(N(CC(=O)Nc2ccc3c(c2)OCO3)S(=O)(=O)c2ccc(C)cc2)c1,15
CC(C)(C)NC(=O)CSc1nc(-c2ccccc2)nc2nc[nH]c12,16
CCN1C(=O)C(C(=O)Nc2cccc(C)c2)C2CC1(C)Oc1ccccc12 (configuration not stated),9
CCOC(=O)CSc1nnc2c3ccccc3nc(C(C)(C)C)n12,8
C/C(=N\O)c1cccc[n+]1Cc1ccccc1,17
O=C(C1CCCO1)N1CCC[C@H]1Cn1nc(-c2ccc(F)cc2)ccc1=O (some centres not stated),5
Cc1cccc2cc(CN(Cc3cccnc3)Cc3nnnn3CC3CCCO3)c(=O)[nH]c12 (configuration not stated),6
COc1cc(C2C3=C(CC(C)(C)CC3=O)Nc3[nH]c(=O)[nH]c(=O)c32)ccc1OC(C)C (configuration not stated),12
CC(=O)Cn1c(CN2CCN(C)CC2)nc2c1c(=O)n(C)c(=O)n2C,10
Oc1ccc(CNc2ccccc2Cl)c2cccnc12,5
CCN1CCN(S(=O)(=O)c2ccc(OCC(=O)OC)c(C)c2)CC1,10
CN(Cc1ccccc1)C1CCNCC1,9
CC(=O)O[C@H]1CC[C@@]2(C)[C@@H](CC[C@H]3[C@H]2CC(=O)[C@]2(C)[C@@H]3C[C@H]3CC(C)=CC(=O)[C@@H]32)C1,45*
N#Cc1n[nH]nc1Cl,3
CCc1ccc(NC(=O)COC(=O)c2cccs2)cc1,8

# Screening results as filed in PubChem.
